# PvdQ acylase: P. aeruginosa PvdQ acylase inhibitors, primary screen, biochemical, fluorescence, plate reader and imaging, single point | PvdQ acylase [Pseudomonas aeruginosa LESB58] | purified PvdQ acylase | inhibition, % at 10 µM | hit rate 0.063% among 340,000 | AID 488965, 2010; in the data active = inhibition above about 30%, passing the limit was not always enough; inconclusive = no clear call, values can overlap the other calls;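 note: 0% = vehicle neutral wells and 100% = reference inhibitor wells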
# Tat transport: E. coli Tat export inhibitors, primary screen, MC4100, TorA-mCherry reporter, fluorescence, single point; hit rate 0.036% among 340,000; AID 488895, 2010; inhibition, % at 10 µM;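 active = mean replicate inhibition at least 50% and at least half of replicates individually reaching 50%; inconclusive = only one of the two criteria met; inactive = neither criterion met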;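 note: exported cargo escapes ClpAP degradation while cytoplasmic cargo is degraded and loses fluorescence; 0% = median of neutral control wells and 100% = median of NaSCN control wells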
# AddAB inh: growth inhibition of E. coli expressing H. pylori AddAB, primary screen, AddAB inhibitor project, absorbance | inhibition, % at 11.9 µM | hit rate 0.29% among 330,000 | AID 435030, 2010; in the data active = inhibition above about 12%;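 note: 0% = vehicle wells of infected cells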
# PfHsp90 yeast 2: growth inhibition of PfHsp90-expressing yeast, primary screen, antimalarial PfHsp90 inhibitor project, S. cerevisiae, BacTiter-Glo luminescence, single point, set 2; AID 504621, 2011; hit rate 0.32% among 310,000; BacTiter-Glo ATP, 48 h; yeast lacking PDR1 and PDR3 efflux regulators; inhibition, % at 9.4 µM;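 active = every replicate shows inhibition above about 80%, whatever the replicate mean, limit read from the data; inconclusive = mean inhibition reaches the set limit but some replicate falls short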;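 note: 0% = DMSO neutral controls and 100% = 20 µM radicicol positive controls; yeast relying on Plasmodium falciparum Hsp90 in place of its own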
# Rtt109 HAT inh: inhibitors of C. albicans Rtt109/Vps75 HAT, primary screen, biochemical, ThioGlo CoA-SH fluorescence, plate reader; purified Rtt109/Vps75, 4 h; inhibition, % at 34.9 µM; hit rate 0.16% among 330,000;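 active = inhibition of at least 50% in every replicate; inconclusive = best replicate reaches 50% inhibition but some replicates fall short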
# Target sequence (Q5AAJ8 whole entry, looked up): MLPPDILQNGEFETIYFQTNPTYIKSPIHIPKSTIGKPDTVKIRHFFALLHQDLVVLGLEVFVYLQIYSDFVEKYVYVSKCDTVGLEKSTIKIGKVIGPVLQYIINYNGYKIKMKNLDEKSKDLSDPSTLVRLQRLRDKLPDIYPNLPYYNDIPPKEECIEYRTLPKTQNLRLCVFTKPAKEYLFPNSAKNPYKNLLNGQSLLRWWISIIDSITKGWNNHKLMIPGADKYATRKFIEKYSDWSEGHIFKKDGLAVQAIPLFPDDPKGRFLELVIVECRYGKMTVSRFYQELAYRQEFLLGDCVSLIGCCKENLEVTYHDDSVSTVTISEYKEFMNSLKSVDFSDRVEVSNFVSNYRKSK
# Ecoli viability: E. coli V3065 growth inhibition, primary screen, counter-screen for AddAB inhibitor project, absorbance, OD600; 18 h; inhibition, % at 11.9 µM; hit rate 0.27% among 330,000; AID 449728, 2010;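 active = inhibition above the campaign's mean inhibition across all tested compounds plus 3 SD, cut at about 9.9% in these data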;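 note: uninfected addAB+ strain grown without phage in ampicillin broth; 0% = DMSO wells and 100% = ciprofloxacin 0.95 µg/ml wells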
# CAL PDZ inh: CAL PDZ peptide-binding inhibitors, primary screen, biochemical, fluorescence polarization, Cer-tagged CAL PDZ, HTS | inhibition, % at 20 µM | purified CAL PDZ, TMR-peptide fluorescence polarization, 1 h | hit rate 0.02% among 330,000;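 active = highest replicate inhibition of at least 40%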;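 note: plate controls were DMSO neutral control wells for no effect and unlabeled competitor peptide control wells for full effect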
#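 Material – purified CerCALP PDZ construct · Detection – FP readout, S and P plane fluorescence · Measure – percent inhibition from loss of millipolarization · Controls – unlabelled peptide for full inhibition, DMSO wells as neutral · Probe or stimulus – TMR-labelled reporter peptide T*-PRC34 bound in PDZ groove · Times – 1 h at RT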
# phage Ecoli inh: growth loss of phage-infected E. coli, primary screen, RecBCD inhibitor project, absorbance, with phage, HTS. hit rate 0.26% among 360,000. inhibition, % at 11.9 µM; in the data active = inhibition above about 11%
# DAGLB inhibitor: DAGLB lipase inhibitors, primary screen, biochemical, fluorescence, HTS | HEK293T DAGLB membrane lysate, EnzChek fluorogenic substrate | hit rate 0.059% among 340,000 | Diacylglycerol lipase-beta (Homo sapiens), Q8NCG7 | inhibition, % at 5.17 µM; in the data active = inhibition above about 34%;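 note: 0% = enzyme with vehicle and 100% = wells lacking enzyme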
# Target sequence (Q8NCG7 whole entry, looked up): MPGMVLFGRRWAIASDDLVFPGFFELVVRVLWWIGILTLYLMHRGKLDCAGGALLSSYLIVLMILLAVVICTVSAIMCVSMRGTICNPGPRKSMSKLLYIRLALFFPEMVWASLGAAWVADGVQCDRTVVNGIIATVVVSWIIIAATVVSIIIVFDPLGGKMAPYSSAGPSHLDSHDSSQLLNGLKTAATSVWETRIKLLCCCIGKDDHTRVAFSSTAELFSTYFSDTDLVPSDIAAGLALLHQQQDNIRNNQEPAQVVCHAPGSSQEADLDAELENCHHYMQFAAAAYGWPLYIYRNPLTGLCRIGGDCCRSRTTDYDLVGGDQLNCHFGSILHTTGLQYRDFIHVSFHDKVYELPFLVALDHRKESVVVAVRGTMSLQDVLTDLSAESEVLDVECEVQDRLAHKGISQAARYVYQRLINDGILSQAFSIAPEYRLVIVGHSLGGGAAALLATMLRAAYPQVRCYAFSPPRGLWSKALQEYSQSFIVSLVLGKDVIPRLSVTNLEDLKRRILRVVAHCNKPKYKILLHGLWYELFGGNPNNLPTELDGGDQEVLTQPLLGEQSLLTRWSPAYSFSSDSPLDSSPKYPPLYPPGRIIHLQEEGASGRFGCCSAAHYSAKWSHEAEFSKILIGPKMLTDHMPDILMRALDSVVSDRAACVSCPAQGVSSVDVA
# Wnt act: Wnt/beta-catenin pathway activators, primary screen, cell-based, plate reader, single point | Wnt/beta-catenin reporter cell assay, activator | AID 743398, 2014 | activation, % at 9.35 µM | hit rate 1.2% among 300,000; in the data active = activation above about 30%, passing the limit was not always enough; inconclusive = no clear call, values can overlap the other calls;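 note: 0% = neutral control wells and 100% = positive control wells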
# Active calls of the source: *; ? = inconclusive; · = no result given.
# Each structure is followed by: PvdQ acylase | Tat transport | AddAB inh | PfHsp90 yeast 2 | Rtt109 HAT inh | Ecoli viability | CAL PDZ inh | phage Ecoli inh | DAGLB inhibitor | Wnt act
CCOc1ccc(C(=O)Nc2c3c(nn2-c2ccccc2)CS(=O)(=O)C3)cc1
    -3 | 3 | -2.3 | 19 | -5 | -0.4 | -2.5 | 3.9 | 1 | 3
COc1cccc(C(C(=O)NCc2ccco2)N(Cc2ccco2)C(=O)Cn2nnc3ccccc32)c1 (stereo unspecified)
    2 | -12 | 0.6 | 7 | 4 | 0.2 | 0.8 | 4.2 | 1 | ·
CC(C)(C)OC(=O)NCc1ccc(CNC(=O)c2[nH]cnc2C(=O)NC2CCN(C(=O)OC(C)(C)C)CC2)cc1
    -16 | 12 | -0.3 | · | ? | -1.1 | -0.4 | · | -1 | ·
Cc1cccnc1NC(=O)c1ccc(OCc2c(C)noc2C)cc1
    -11 | -5 | -1.1 | -7 | 4 | -1.2 | -0.6 | 0.1 | 0 | 6
c1ccc(CSc2nnc3ccc(-c4cccs4)nn23)nc1
    -13 | -9 | -0.3 | -20 | 1 | 0.2 | -0.4 | 3.2 | 0 | -2
CCCOc1ccc2oc(=O)c3c(c2c1)CCCN3C(=O)CN1CCCC(C(=O)OCC)C1 (stereo unspecified)
    -9 | 5 | 2.0 | · | 16 | -0.9 | -1.1 | 0.6 | -4 | -3
COc1ccccc1-c1cc(C(=O)NCc2ccccc2)no1
    -19 | 0 | 2.1 | 17 | 11 | -0.5 | -1.6 | 3.1 | -19 | -4
Cc1cc(C)nc(NNC2=CC(=O)CC(C)(C)C2)n1
    -11 | -4 | 1.2 | 9 | 2 | -2.1 | -1.8 | 3.9 | 2 | 0
CCCCC(=O)c1ccc(O)cc1
    -7 | -9 | -0.6 | -6 | -5 | -1.1 | -0.7 | 4.4 | -1 | -2
COC(=O)c1ccc(N=CC2=C(O)CC(c3ccccc3)CC2=O)cc1 (stereo unspecified)
    · | · | 2.5 | · | · | -1.7 | · | 4.0 | · | 0
CN(C)CCCN(C(=O)c1ccc(S(=O)(=O)N(C)Cc2ccccc2)cc1)c1nc2cc3c(cc2s1)OCO3
    -13 | 13 | 0.9 | -30 | ? | -1.0 | -1.4 | 2.4 | 1 | 0
COc1ccccc1NC(=S)N(CCc1c(C)[nH]c2ccccc12)Cc1cccs1
    3 | 14 | 2.6 | -6 | 10 | 1.3 | -1.3 | 1.6 | -6 | -2
COc1ccccc1N1CCN(C(=O)CN(Cc2ccc(Cl)cc2)S(C)(=O)=O)CC1
    7 | -6 | 2.0 | -16 | -8 | 1.1 | -2.8 | 1.6 | 1 | -3
O=C(COc1ccccc1N1C(=O)c2ccccc2C1=O)c1ccc(Cl)cc1
    7 | 5 | -0.4 | -11 | -8 | 0.4 | -1.7 | 2.0 | -3 | 2
O=C(CCc1ccccc1)NC(=S)Nc1ccc2c(c1)C(=O)OC2
    -14 | -6 | 4.5 | 5 | -2 | 2.4 | -0.8 | 5.6 | -2 | -1

# Overlap with the part before: 4 entries, followed by the next part.
# Each structure is followed by: PvdQ acylase | Tat transport | AddAB inh | PfHsp90 yeast 2 | Rtt109 HAT inh | Ecoli viability | CAL PDZ inh | phage Ecoli inh | DAGLB inhibitor | Wnt act
COc1ccccc1NC(=S)N(CCc1c(C)[nH]c2ccccc12)Cc1cccs1
    3 | 14 | 2.6 | -6 | 10 | 1.3 | -1.3 | 1.6 | -6 | -2
COc1ccccc1N1CCN(C(=O)CN(Cc2ccc(Cl)cc2)S(C)(=O)=O)CC1
    7 | -6 | 2.0 | -16 | -8 | 1.1 | -2.8 | 1.6 | 1 | -3
O=C(COc1ccccc1N1C(=O)c2ccccc2C1=O)c1ccc(Cl)cc1
    7 | 5 | -0.4 | -11 | -8 | 0.4 | -1.7 | 2.0 | -3 | 2
O=C(CCc1ccccc1)NC(=S)Nc1ccc2c(c1)C(=O)OC2
    -14 | -6 | 4.5 | 5 | -2 | 2.4 | -0.8 | 5.6 | -2 | -1
Cn1c(=O)c2sccc2n2c(CCCC(=O)N3CCCCC3)nnc12
    -11 | -5 | 2.3 | -1 | 2 | 0.3 | -0.5 | 3.2 | -1 | -1
Cn1nnnc1P(=O)(c1ccccc1)c1ccccc1
    -18 | -14 | 2.8 | -4 | -2 | 3.4 | -2.6 | 1.4 | -1 | -1
OC(CSc1c(Cl)cccc1Cl)CN1CCN(c2ccc(F)cc2)CC1 (stereo unspecified)
    7 | 5 | -0.6 | · | 5 | 1.9 | -1.7 | 2.0 | -5 | ·
Cc1ccc(-c2csc(N(Cc3ccccc3)C(=O)COc3ccccc3)n2)cc1
    -17 | -4 | 3.4 | -37 | 5 | 1.3 | -0.3 | 1.9 | 0 | ·
CN(C(=O)c1ccccc1F)C(c1ccccc1)c1ccccc1
    -12 | 7 | 1.2 | -10 | 7 | 0.1 | -0.4 | 0.9 | -4 | 0
Cc1ccc(C(=O)N2CCN(C)CC2)cc1S(=O)(=O)N1CCCCC1
    -4 | -6 | · | 16 | -49 | · | -2.4 | 0.3 | 0 | ·
CCN(CC(=O)Nc1c(F)cccc1F)C(=O)c1ccc2ncsc2c1
    -11 | 0 | 2.2 | 5 | -1 | 0.9 | -3.0 | -0.7 | 3 | -2
COC(=O)c1ccc(S(=O)(=O)NCc2ccccn2)n1C
    -11 | 2 | 5.8 | -12 | -21 | -0.5 | 0.0 | 2.1 | 1 | -1
Cc1ccc(Cl)cc1NC(=O)NCc1ccccn1
    4 | -1 | 1.8 | -12 | 9 | 1.4 | -3.8 | 1.0 | -1 | 0
CCC(CC)NCC(O)COc1ccc(Br)cc1 (stereo unspecified)
    7 | 9 | -0.5 | -28 | -4 | 1.8 | -1.6 | 4.4 | -1 | -2
CN(c1ccccc1)S(=O)(=O)c1ccc(C(=O)Nc2nnc(-c3ccco3)o2)cc1
    12 | -10 | -0.7 | 5 | 20 | -6.6 | -1.6 | -1.4 | 4 | -6
COc1cccc2cc(C(=O)CC3(O)C(=O)N(Cc4ccccc4)c4ccccc43)c(=O)oc12 (stereo unspecified)
    -10 | 3 | -0.7 | 17 | 1 | 0.1 | -0.3 | 1.1 | 6 | -3
O=C1CN(c2nc(-c3ccccc3)c3ccccc3n2)c2ccccc2N1
    -1 | -4 | 1.9 | -11 | -1 | 0.6 | 0.0 | 2.0 | 1 | ·
CCc1c(C(=O)NC2CCCc3ccccc32)[nH]c(C)c1C(C)=O (stereo unspecified)
    -8 | -2 | -1.1 | 14 | 6 | -0.9 | -3.1 | 3.5 | 0 | 0
Cc1cc(C)cc(NC(=O)NC2CCN(CC(=O)Nc3cccc(Cl)c3C)CC2)c1
    7 | -10 | 1.3 | -22 | -2 | 0.9 | -0.1 | 2.3 | 3 | -7

# Next structures
Compound | PvdQ acylase | Tat transport | AddAB inh | PfHsp90 yeast 2 | Rtt109 HAT inh | Ecoli viability | CAL PDZ inh | phage Ecoli inh | DAGLB inhibitor | Wnt act
CCC(=O)Nc1cc(Cl)ccc1N1CCN(C(=O)CC)CC1 | -15 | -2 | 5.6 | 9 | -7 | -0.2 | -0.3 | 1.4 | -1 | ·
CN(C)S(=O)(=O)N1CCc2ccccc21 | -5 | -7 | 1.1 | -9 | -28 | 0.0 | · | -0.3 | -1 | ·
COC(=O)c1c(NC(=O)c2ccccc2)sc2c1CC(C)(C)NC2(C)C | -13 | -4 | -2.8 | -52 | -8 | -3.5 | -0.1 | 1.1 | 2 | -3
CCN(CC)C(=O)CN(c1cc2c(cc1OC)oc1ccccc12)S(=O)(=O)c1ccccc1 | -6 | -1 | 2.4 | -17 | 3 | -1.3 | -0.3 | 4.0 | -3 | ·
O=C(Nc1ccccc1C(=O)O)c1cc(S(=O)(=O)N2CCOCC2)cs1 | -11 | -4 | 1.7 | 2 | -32 | -1.8 | -0.4 | 1.9 | 2 | -2
COc1cc(C(=O)N2CCN(C/C=C/c3ccccc3)CC2)cc(OC)c1C | 3 | 6 | 1.8 | 25 | 14 | 0.8 | -0.8 | -2.7 | -4 | -3
CCN1CCN(C(c2cccs2)C(C)NS(=O)(=O)c2ccc(F)cc2)CC1 (stereo unspecified) | 5 | -9 | -3.7 | 1 | 1 | 0.9 | -0.2 | 1.9 | 0 | -2
O=C1N/C(=N/N=C/c2ccc(F)cc2)SC1c1ccccc1 (stereo unspecified) | · | · | -1.6 | · | · | -2.8 | · | -0.5 | · | 1
COc1ccccc1C(=O)Nc1ccc2c(c1)CN(Cc1cnc(C)s1)CC2 | 2 | ? | 3.5 | 14 | 4 | -0.2 | -1.1 | 1.4 | 0 | 2
O=C(CSCCO)Nc1nccs1 | -15 | 0 | 2.2 | 4 | -4 | -2.0 | -1.6 | 2.3 | 1 | -2
Cc1ccc(C(=O)NC2CCN(C(=O)NC3CCCCC3)CC2)cc1 | -9 | 2 | · | -13 | -1 | · | 0.6 | 3.1 | 1 | ·
CCOC(=O)c1c(C)nc(C)c(C(=O)OCC)c1-c1ccccc1 | -11 | -8 | 2.0 | 13 | 23 | -0.9 | -0.8 | · | -5 | -2

# 3 structures out of the list, ordered by number of heavy atoms, descending.
Compound | PvdQ acylase | Tat transport | AddAB inh | PfHsp90 yeast 2 | Rtt109 HAT inh | Ecoli viability | CAL PDZ inh | phage Ecoli inh | DAGLB inhibitor | Wnt act
CCCOc1ccc2oc(=O)c3c(c2c1)CCCN3C(=O)CN1CCCC(C(=O)OCC)C1 (stereo unspecified) | -9 | 5 | 2.0 | · | 16 | -0.9 | -1.1 | 0.6 | -4 | -3
Cc1cc(C)cc(NC(=O)NC2CCN(CC(=O)Nc3cccc(Cl)c3C)CC2)c1 | 7 | -10 | 1.3 | -22 | -2 | 0.9 | -0.1 | 2.3 | 3 | -7
Cc1ccc(C(=O)N2CCN(C)CC2)cc1S(=O)(=O)N1CCCCC1 | -4 | -6 | · | 16 | -49 | · | -2.4 | 0.3 | 0 | ·
